High-throughput results deposited in PubChem BioAssay by several laboratories.
PhoP inhibition = PhoP-dependent GFP reporter repression – Salmonella Typhimurium, primary screen (AID 1863). S. Typhimurium PhoP-regulated promoter GFP reporter, 4 h; higher % means a stronger effect. inhibition, % at 50 µM, or IC50 in µM where a hit was titrated. 300,000 compounds, 0.16% hits;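 active = inhibition over 29.93%, a cutoff 3 SD above the screen mean, later confirmed by dose response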;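 note: 0% = low Mg2+ inducing control and 100% = high Mg2+ repressing control; strong numbers were not always called active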
b-catenin transl = alters nuclear translocation of beta-catenin in HeLa cells; AID 1665; 190,000 compounds, 0.3% hits; nuclear translocation activity, % at 5 µM; immunofluorescence imaging;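 active = nuclear translocation activity above 50% at 5 µM, with a well cell count of 50 or more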;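 note: per-cell ratio of nuclear to cytoplasmic median beta-catenin stain intensity; plate controls were DMSO negative control for no effect and GSK-3 inhibitor IX positive control for full effect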
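Test system: human HeLa cells, native beta-catenin. Compound dosing: 5 µM primary single dose, 0.1% DMSO, 0.02–20 µM confirmation series. Incubation: compound exposure 24 h at 37°C. Detection: beta-catenin immunostaining with DAPI counterstain, 20x imaging, 6 fields/well. Read-out basis: Nuclear/cytoplasmic beta-catenin signal ratio, % activation.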
Autophagy HCS = modulators of autophagy | AID 463193 | MEF GFP-LC3 puncta imaging; test concentration mostly 10 µM | calls only at 10 µM (by protocol) | 190,000 compounds, 0.98% hits;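 active = percentage of spot-positive cells more than 3 SD above its plate mean, without a fluorescence outlier flag or 80% toxicity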;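 note: spot-positive cell cutoff set from DMSO-treated cells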
Ins promoter up = MIN6 insulin promoter up-regulation | MIN6 insulin promoter-GFP reporter, high-content imaging; active compounds read high | z-score at 5 µM | 190,000 compounds, 0.3% hits | AID 1625;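 active = z-score above 3 at 5 µM with at least 500 cells counted in the well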
MT stabilize HCS = microtubule stabilizers in HeLa cells; HeLa tubulin immunostaining HCS, 24 h; share of cells brighter than vehicle mean+2SD; % tubulin-high responders, % at 10 µM; 200,000 compounds, 0.83% hits; AID 2205;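 active = plate Z-score above 3 for both tubulin-high and condensed-nucleus cell shares, with cell loss under 80%, at 10 µM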;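 note: anti alpha tubulin signal scored within the nucleus-defined area of each cell; some results filed as inactive read as strong as hits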
Lipid droplet = hepatic lipid droplet formation modulation; inhibition, % at 6.5 µM; AID 1656; AML12 mouse hepatocytes, oleate lipid droplets, BODIPY imaging; 240,000 compounds, 0.4% hits;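 active = lipid droplet intensity inhibited by at least 50%, with more than 500 cells counted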
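Technique: fluorescence imaging, 20x objective, two fields per well / Assay system: AML12 hepatocytes (mouse) / Measure: % inhibition of lipid droplet signal / Doses: 6.5 µM single-point dosing / Incubation: overnight exposure / Reagent: 100 µM oleic acid challenge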
T cell modulator = T cell immune modulation candidate | 330,000 compounds, 0.068% hits | AID 2052 | calls only at 7 µM | 2C CD8+ T cell-vesicle binding, flow cytometry; active compounds read low;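 active = response, share of CD8 T cells binding vesicles, and their 90th percentile fluorescence all below set limits, cut at about 80% in these data, passing the limit was not always enough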
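Incubation: binding step 1.5 h, 37 °C, antibody labelling 20 min, ice; system: murine 2C transgenic CD8+ T lymphocytes; technique: cytometric PE anti-B7-1 and Alexa647 anti-CD8 signals after 1% paraformaldehyde fixation; also added: QL9-charged Drosophila Ld/ICAM-1/B7-1 vesicles; control set: naked versus QL9-loaded vesicles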
ER stress rescue = protection against thapsigargin-triggered cell killing – 384-well, CSM14.1, ATP luminescence, primary screen (AID 1222); 190,000 tested, under 10 active; cellular ATP content (survival), % at 20 µM, or EC50 in µM where a hit was titrated; CSM14.1 thapsigargin-induced death rescue, ATP luminescence; higher % means a stronger effect;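 active = EC50 below 50 µM in the dose-response confirmation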;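 note: death triggered by thapsigargin at about 15 µM added after 2 h compound pretreatment; cell ATP read after overnight thapsigargin exposure of roughly 18 to 22 hours; normalized against plate controls of thapsigargin alone and 5% DMSO vehicle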
Dynein transport = dynein cargo transport inhibition; 3617.4 mouse cells, GR-EGFP nuclear translocation imaging; test concentration mostly 20 µM; stimulated with dexamethasone, 1 µM; active compounds read low; z-score, hits read low; 220,000 compounds, 0.47% hits; AID 1381;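 active = plate z-score of nuclear minus cytoplasmic receptor signal below a set negative limit, without overly bright fluorescence or cell loss, cut at about -3.5 in these data, passing the limit was not always enough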;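 note: z-score of nuclear minus cytoplasmic ring GR-EGFP intensity difference per well; some compounds called inactive have numbers as strong as hits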
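medium = tetracycline-free induction medium containing charcoal-stripped FBS | also added = 1.0 µM final dexamethasone stimulus | schedule = 48 h induction, 1 h compound, 30 min dex at 37 °C | technique = fixed, Hoechst-stained cells imaged at 10x for EGFP | measure = GR-EGFP nuclear translocation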
Dynein transport cytoplasmic EGFP = recorded beside Dynein transport, whose call it bears; z-score; measured here: cytoplasmic GR-EGFP intensity; active compounds read high
Dynein transport nuclear GR-EGFP = recorded beside Dynein transport, whose call it bears; z-score; measured here: nuclear GR-EGFP intensity;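 lower value marks the stronger effect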
Dynein transport cell count = further read-out of Dynein transport, marked with its call; z-score; measured here: cell count per field
Ins promoter up cell count = also measured in Ins promoter up; calls as there; cell count; measured here: cytotoxicity, nuclei count;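 total cells summed across four imaged fields per well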
Lipid droplet cells 6.5 µM = further read-out of Lipid droplet, marked with its call; cell count; measured here: cell count, cytotoxicity flag;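 cells counted across two imaged fields per well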
b-catenin transl cell count 5 µM = also measured in b-catenin transl; calls as there; cell count; measured here: cell count, cytotoxicity flag
T cell modulator vesicle-bound % = further read-out of T cell modulator, marked with its call; double positive events, %; measured here: CD8+ vesicle-bound cell fraction;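 binding gate set so that unloaded-vesicle control wells show 10% double positive cells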
MT stabilize HCS Hoechst-high % = second read-out of MT stabilize HCS, no call of its own (marks repeat the call); % Hoechst-high responders; measured here: nuclear condensation Hoechst responders;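 share of cells brighter than vehicle mean plus two SD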
MT stabilize HCS cytotoxicity % = further read-out of MT stabilize HCS, marked with its call; toxicity, %; measured here: cytotoxicity by cell density;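 0% = mean cell density of plate MIN control wells and 100% = no cells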
Autophagy HCS cell loss 18 h = also measured in Autophagy HCS; calls as there; toxicity, %; measured here: cell loss, nuclei count;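 cell loss after 18 h compound exposure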
* hit, by the source's call; i = inactive; x = no result given; + = active, no number.

SMILES	PhoP inhibition	b-catenin transl	b-catenin transl cell count 5 µM	Autophagy HCS	Autophagy HCS cell loss 18 h	Ins promoter up	Ins promoter up cell count	MT stabilize HCS	MT stabilize HCS Hoechst-high %	MT stabilize HCS cytotoxicity %	Lipid droplet	Lipid droplet cells 6.5 µM	T cell modulator	T cell modulator vesicle-bound %	ER stress rescue	Dynein transport	Dynein transport cytoplasmic EGFP	Dynein transport nuclear GR-EGFP	Dynein transport cell count
CN(C)CCNC(=O)c1ccc(Sc2ccc(Br)cc2)c([N+](=O)[O-])c1	-3%	1.1	1126	i	-15	-0.09	1209	x	x	x	36	724	i	24	-3.5%	3	0.75	2	-2.6
O=C(c1ccc(CS(=O)(=O)c2ccccc2)o1)N1CCN(c2ncccn2)CC1	3%	-0.6	1173	i	20	-1.4	882	2.9	2.8	6.0	x	x	i	27	1.5%	-0.56	-0.2	-0.21	0.57
Cc1ccccc1OCC(=O)N/N=C1\CCOc2c(C)cccc21	-5%	x	x	i	-35	x	x	3.5	3.0	6.1	x	x	i	48	1.2%	0.2	0.13	-0.49	0.56
CCCCC1=NN(C(=O)c2ccncc2)C(O)(C(F)(F)F)C1 (stereo unspecified)	-2%	-4.7	1115	x	x	-0.26	1323	x	x	x	8	723	i	20	x	-0.29	-0.26	-0.54	1
COc1ccccc1OC(=O)CN1C(=O)c2ccccc2C1=O	-4%	0.8	1150	i	3	x	x	1.8	1.8	11	-15	664	i	54	-2.4%	-0.093	-0.27	0.042	0.59
O=C(N/N=C/c1ccc(OC(=O)c2ccco2)cc1)c1ccccn1	5%	-0.4	997	i	-10	-0.31	1479	2.6	1.3	2.5	-4	670	i	31	-1.3%	0.9	-0.32	0.82	-0.48
COCCNc1oc(COc2cccc(C)c2)nc1C#N	-1%	-0.5	1060	i	-1	-0.61	1765	4.9	1.9	7.4	-34	448	i	23	3.4%	2	-0.15	1.3	-1.9
COc1ccc(C(=O)Nc2nnc(-c3cccs3)s2)cc1	-6%	-1.7	1126	+	6.8*	0.41	920	31	9.6	55	-7	738	i	21	1.7%	0.85	-0.22	0.79	-0.54
O=C(NC(Cc1ccccc1)C(=O)O)/C(=C\c1ccc(Cl)cc1)NC(=O)c1ccccc1 (stereo unspecified)	-3%	0.5	1488	i	-23	0.11	1554	3.9	1.5	8.8	10	699	i	64	1.3%	1.8	0.62	1.6	-1.4
CSc1ncc(CN2CCN(C3CCN(C(C)C)CC3)C(CCO)C2)cn1 (stereo unspecified)	2%	0.7	991	i	2	-0.15	1468	1.6	1.4	6.2	3	686	x	x	0.2%	0.12	-0.32	-0.039	1
COc1cc(CNn2nnnc2N)cc(Br)c1OCc1c(Cl)cccc1Cl	0%	-8.5	1166	i	-5	x	x	1.4	1.5	4.8	-16	799	i	38	-0.3%	-0.69	0.13	-0.019	1
Cc1ccc(C(=O)N/C(=C\c2ccco2)C(=O)N2CCSCC2)cc1C	-5%	0.1	1535	i	19	-0.32	1362	7.8	1.8	15	2	751	i	60	-0.8%	0.65	-0.36	0.61	0.09
Cc1ccc(S(=O)(=O)CC(=O)N2CCOCC2)cc1	x	-1.4	943	i	16	0.35	1544	1.4	1.4	4.6	10	735	i	63	-1.6%	0.2	-0.33	0.37	0.32
CCOc1ncccc1C(=O)OCC(=O)NCc1ccc2c(c1)OCO2	-9%	-2.8	1074	i	-8	0.03	1232	5.0	2.1	0.3	-2	706	i	27	2.7%	0.27	-0.24	-0.2	0.69
Cc1ccc(S(=O)(=O)N2CCCCC2)cc1NC(=O)COC(=O)C1CC2C=CC1C2 (stereo unspecified)	12%	-2.7	1069	i	7	0.75	1504	5.8	1.8	5.9	-2	630	i	34	3.9%	3.7	0.085	2.7	-1.9
Cc1ccc(C(=O)N2CCC(C(=O)NCc3cccnc3)CC2)cc1	-4%	-3.6	567	i	-2	x	x	4.0	3.1	3.2	1	713	i	30	-4.7%	-0.52	-0.26	-0.39	1.1
CCCCNC(=S)Nc1ccccc1Cc1ccccc1	3%	1.0	1052	i	-3	-0.43	1239	3.2	1.8	1.4	-9	630	i	26	-2.0%	2	-0.17	0.95	0.011
COc1ccc(-c2cc(C(=O)Nc3nc4c(C)cccc4s3)c3ccccc3n2)cc1OC	-2%	-1.2	1365	i	1	-0.11	1316	2.2	1.0	11	x	x	i	44	-1.9%	-0.33	-0.21	-0.37	0.55
COC(=O)c1sc2nc(C)nc(SCC(=O)C(C)(C)C)c2c1C	5%	0.4	1146	i	-4	-1.5	1079	3.0	1.7	3.3	-16	646	i	56	-0.8%	0.78	-0.16	0.58	-0.52
CCNC(=S)NCc1ccc(Cl)cc1	x	x	x	i	10	x	x	3.8	2.3	10	x	x	i	37	x	0.25	-0.061	0.72	0.28
CSc1nc(-c2ccco2)nn1C(=O)Cc1ccccc1	2%	2.7	1146	+	-7.6*	0.26	1221	3.2	1.1	5.6	-19	766	i	50	-1.1%	1.6	-0.21	0.69	-1.1
Cc1ccccc1-c1nnn(CC(=O)Nc2ccc3c(c2)OCO3)n1	0%	-0.8	1030	i	-8	0.63	1635	2.0	1.5	3.6	10	636	i	30	0.0%	0.53	-0.2	0.84	-0.66
COc1ccc(C(NC(C)=O)c2ccc3cccnc3c2O)c(OC)c1 (stereo unspecified)	5%	-3.1	923	x	x	-5.4	578	x	x	x	x	x	i	1	4.7%	x	x	x	x
COc1ccc(NC(=O)NCCC2=CCCCC2)cc1	-3%	-0.3	1572	i	14	-0.23	1426	3.0	2.3	7.2	-14	599	i	50	-1.9%	0.5	-0.26	0.12	0.2
CCC(=O)c1ccccc1OCCCN1C(=O)NC(C)(C)C1=O	-10%	x	x	i	0	-0.33	1367	7.2	0.1	65	2	691	i	16	-1.1%	-0.41	-0.25	0.14	-0.22
CCOC(=O)c1c(CN2CCCCC2)n(C)c2cc(Br)c(O)c(CN(C)C)c12	-1%	-0.1	1152	i	3	0.13	866	5.4	2.4	3.5	x	x	i	29	-0.8%	0.098	-0.21	0.2	0.31
O=C(C1=COCCO1)N1CCN(S(=O)(=O)c2cccc(Cl)c2Cl)CC1	1%	-2.1	962	i	-8	-0.51	1158	3.9	2.7	7.3	x	x	i	30	0.6%	0.83	-0.24	1	-1.3
Cc1ccc(C2=C/C(=C/c3cccs3)C(=O)O2)cc1	12%	-1.3	1176	i	-31	x	x	2.6	2.1	9.3	24	616	i	42	-4.3%	-0.15	0.66	0.18	0.96
COCCCNC(=S)N1CCCC(c2nc3cc(C)c(C)cc3[nH]2)C1 (stereo unspecified)	4%	-0.3	1488	i	8	-0.4	1419	1.2	1.2	4.4	-5	683	i	40	-0.3%	0.92	-0.15	0.42	-0.85

Some of these compounds in order of length of the SMILES, smallest number first:
SMILES	PhoP inhibition	b-catenin transl	b-catenin transl cell count 5 µM	Autophagy HCS	Autophagy HCS cell loss 18 h	Ins promoter up	Ins promoter up cell count	MT stabilize HCS	MT stabilize HCS Hoechst-high %	MT stabilize HCS cytotoxicity %	Lipid droplet	Lipid droplet cells 6.5 µM	T cell modulator	T cell modulator vesicle-bound %	ER stress rescue	Dynein transport	Dynein transport cytoplasmic EGFP	Dynein transport nuclear GR-EGFP	Dynein transport cell count
CCNC(=S)NCc1ccc(Cl)cc1	x	x	x	i	10	x	x	3.8	2.3	10	x	x	i	37	x	0.25	-0.061	0.72	0.28
COc1ccc(NC(=O)NCCC2=CCCCC2)cc1	-3%	-0.3	1572	i	14	-0.23	1426	3.0	2.3	7.2	-14	599	i	50	-1.9%	0.5	-0.26	0.12	0.2
CSc1nc(-c2ccco2)nn1C(=O)Cc1ccccc1	2%	2.7	1146	+	-7.6*	0.26	1221	3.2	1.1	5.6	-19	766	i	50	-1.1%	1.6	-0.21	0.69	-1.1
Cc1ccc(C2=C/C(=C/c3cccs3)C(=O)O2)cc1	12%	-1.3	1176	i	-31	x	x	2.6	2.1	9.3	24	616	i	42	-4.3%	-0.15	0.66	0.18	0.96
CCC(=O)c1ccccc1OCCCN1C(=O)NC(C)(C)C1=O	-10%	x	x	i	0	-0.33	1367	7.2	0.1	65	2	691	i	16	-1.1%	-0.41	-0.25	0.14	-0.22
COc1ccc(C(NC(C)=O)c2ccc3cccnc3c2O)c(OC)c1 (stereo unspecified)	5%	-3.1	923	x	x	-5.4	578	x	x	x	x	x	i	1	4.7%	x	x	x	x
CCOC(=O)c1c(CN2CCCCC2)n(C)c2cc(Br)c(O)c(CN(C)C)c12	-1%	-0.1	1152	i	3	0.13	866	5.4	2.4	3.5	x	x	i	29	-0.8%	0.098	-0.21	0.2	0.31
